ERp5 block = inhibitors of human ERp5 | ERp5 insulin aggregation, absorbance 650 nm, 90 min | inhibition, % at 9.99 µM | 0.05% of 350,000 active | AID 651711;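 active means mean replicate inhibition above about 25%, with every replicate also reaching it, limit read from the data, passing the limit was not always enough; inconclusive means only one of those two criteria met; inactive means neither criterion met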
Target sequence (Q15084 whole entry, looked up): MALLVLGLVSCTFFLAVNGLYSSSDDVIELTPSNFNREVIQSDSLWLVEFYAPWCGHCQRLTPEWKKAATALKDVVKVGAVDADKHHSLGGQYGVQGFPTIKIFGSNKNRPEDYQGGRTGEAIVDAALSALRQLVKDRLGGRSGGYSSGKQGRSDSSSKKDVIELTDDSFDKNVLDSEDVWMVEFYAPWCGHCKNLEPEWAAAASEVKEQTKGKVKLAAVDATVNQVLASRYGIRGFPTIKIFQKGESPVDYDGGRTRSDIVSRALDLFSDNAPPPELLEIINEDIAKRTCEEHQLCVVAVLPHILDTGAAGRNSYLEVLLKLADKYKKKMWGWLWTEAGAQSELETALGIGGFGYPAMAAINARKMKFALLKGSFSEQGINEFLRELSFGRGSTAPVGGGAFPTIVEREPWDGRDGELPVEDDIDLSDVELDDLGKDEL
DENV2 CPE = protects cells from dengue virus 2 cytopathic effect; DENV2-infected cells, cytopathic effect rescue, plate reader; CPE inhibition, % at 9.99 µM; 1.7% of 350,000 active; AID 651640; in the data active means CPE inhibition above about 20%, passing the limit was not always enough; inconclusive means no clear call, values can overlap the other calls; tested in BHK-21 cells;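 further: 0% = median of neutral control wells and 100% = median of positive control wells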
XiGFP reactiv = activators of X-chromosome reactivation in mouse fibroblasts; XiGFP mouse fibroblasts, % GFP-positive cells imaging, 3 d; cells co-treated with 5-aza-dC sensitizer; scaled so ellipticine positive control = 100%; activation, % at 7.58 µM; 0.055% of 360,000 active; AID 743238;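 active means mean normalized replicate activation at least 10% and every replicate at or above 10%; inconclusive means only one of the two criteria met; inactive means mean below 10% and not all replicates reach 10%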;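 further: 0% = median of on-plate neutral control wells and 100% = ellipticine 6 µM median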
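Material: XiGFP fibroblasts, SV40-immortalized; Buffer or medium: DMEM containing 5-aza-dC; Compound dosing: single point; Times: 3 days compound exposure.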
ARNT TACC3 PPI = ARNT/TACC3 interaction disruption. Q9Y6A5. AlphaScreen His-ARNT PAS-B/GST-TACC3 binding, luminescence; TACC3 fragment carries E629A point mutation. inhibition, % at 9.99 µM. 0.66% of 390,000 active. AID 623870;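 active means mean inhibition of replicates at least 50% and at least half of replicates each reaching 50%; inconclusive means half or more replicates reach 50% but mean below 50%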;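 further: 0% = complete ARNT plus TACC3 wells and 100% = ARNT alone without TACC3; many hits fall short of the cut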
EWS-Fli block = EWS/Fli transcriptional activity inhibition | A673 NR0B1-luciferase reporter, viability-normalised | inhibition, % at 12.6 µM | 0.67% of 350,000 active | AID 651661;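 active means mean inhibition of at least 50% after viability correction, with every replicate also passing that limit; inconclusive means mean reaches 50% but only one of two replicates passes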;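 further: firefly luciferase signal divided by Alamar Blue viability fluorescence both relative to DMSO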
CFTR F508del cor = CFTR F508del correction in bronchial cells; CFBE cells, YFP halide quenching; stimulated with forskolin plus potentiator P3; % fluorescence drop versus neutral controls; activity (quench increase), % at 7.58 µM; 0.36% of 350,000 active;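 active means mean added fluorescence quench of at least 8% versus neutral control, with both replicates also reaching 8%; inconclusive means only one of the mean or replicate conditions met; inactive means mean below 8% and not both replicates reaching 8%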;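 further: cells transiently co-express mutant CFTR-F508del with the halide-sensitive YFP; corrector assay measuring rescue of mutant channel to the surface after 24 h compound exposure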
INS-1E GSIS act = primary screen for activators of insulin secretion dependent on glucose, INS-1E cells, GLuc reporter luminescence | activation, % at 16.6 µM | INS-1E GLuc reporter insulin secretion, 2-3 h | 0.61% of 370,000 active;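 active means lowest replicate activation of at least 40%, so every replicate reaches that level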;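 further: 0% = median of neutral control wells and 100% = median of IBMX positive control wells; some compounds called inactive have numbers as strong as hits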
PAX8 reporter = inhibitors of PAX8 transcriptional activity in RMG-I cells; inhibition, % at 12.6 µM; RMG-I TPO-luciferase reporter, SteadyGlo, 24 h; 1.2% of 360,000 active;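 active means mean replicate inhibition at least 60% with every replicate also reaching 60%; inconclusive means only one of the two criteria is met; inactive means mean below 60% and not all replicates reaching 60%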;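 further: luciferase light reporting Pax8 driven TPO promoter activity; plate controls were median of neutral control wells for no effect and mitoxantrone controls for full effect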
Starred values were filed as active, the others as inactive; u = inconclusive; x = no result given. Not a hit list (roughly 4.2% active in at least one column).

SMILES	ERp5 block	DENV2 CPE	XiGFP reactiv	ARNT TACC3 PPI	EWS-Fli block	CFTR F508del cor	INS-1E GSIS act	PAX8 reporter
O=c1[nH]n(-c2ccccc2)c(=O)c(Cl)c1Cl	0	-2	x	-5	3	-3.2	3	x
O=C(Nc1nnc(-c2cccs2)o1)C1CC1	0	2	0.0	21	-2	-2.6	1	12
COC(=O)CN1C2=NCCCN2c2ccccc21	-8	0	0.1	20	12	2.8	x	-6
C[C@H]1COc2cc(NCCO)ccc2S(=O)(=O)N1	-2	0	0.8	x	-4	-0.1	-2	-1
CC(=O)c1ccc(N2CCN(S(=O)(=O)c3ccc4c(c3)CC(C)N4C(C)=O)CC2)cc1 (stereo not drawn)	2	1	0.1	0	6	-2.6	-40	22
Cc1ccnc2nc(C(=O)OCC(=O)NCCc3ccccc3)nn12	x	x	0.7	26	x	x	3	-12
CCOC(=O)COc1ccc(S(=O)(=O)N2CCN(C(=O)OCC)CC2)cc1	1	-4	x	1	1	1.1	6	x
Cc1[nH]c2ccc(C(=O)NCCN3CCCCCC3)cc2c1C	4	-7	0.0	5	2	1.2	28	7
O=C(O)CCCNS(=O)(=O)c1ccc2c(c1)OCCCO2	x	x	0.2	-4	x	x	-1	1
C[C@@H]1CN([C@@H](C)CO)C(=O)Cc2cc(NS(=O)(=O)c3ccc(F)cc3)ccc2O[C@@H]1CN(C)Cc1ccc(C(=O)Nc2ccccc2N)cc1	-7	-10	0.1	-3	24	1.7	-13	-15
Cc1nn(-c2ccccc2)c(Cl)c1/C=C1/C(=N)N2N=C(C(C)C)SC2=NC1=O	2	4	0.0	-2	5	-2.6	-5	22
CN(C)c1ccc(C(=O)N2CCCC2)cc1	0	u	0.2	3	7	2.0	3	-3
Cc1noc(C)c1S(=O)(=O)Nc1ccc2c(c1)C(=O)N([C@H](C)CO)C[C@@H](C)[C@@H](CN(C)Cc1ccc(C(=O)Nc3ccccc3N)cc1)O2	-8	u	-0.1	0	39	-3.4	25	x
COc1cc(NC(=O)Cn2ccsc2=N)cc(OC)c1	1	1	-0.1	-3	11	0.7	-1	15
Cc1c(NC(=O)c2cccs2)c(=O)n(-c2ccccc2)n1C	3	9	0.0	-1	9	-3.6	-5	-7
c1ccc(Cn2c(NCc3ccncc3)nc3ccccc32)cc1	2	-4	0.1	-1	8	-0.8	21	11
O=C(NC(=S)Nc1ccc(NC(=O)c2cccs2)cc1)c1cc2ccccc2o1	x	x	0.2	12	x	x	74*	-17
O=C(C[C@H]1C[C@@H]2c3cc(NC(=O)Nc4ccccc4)ccc3O[C@@H]2[C@@H](CO)O1)NCC(F)(F)F	-1	6	0.2	-7	2	-0.3	-11	4
O=C(Nc1ccccc1F)N1CC(=O)N2[C@H](C1)[C@@H](c1ccc(C#CC3CCCC3)cc1)[C@@H]2CO	1	2	0.1	x	-13	2.3	-10	7
CC(=O)N1CCN(C(=O)CSc2ncnc3sc(C)c(C)c23)CC1	-4	0	0.1	-2	-2	-2.5	11	-3
COCC(=O)N1C[C@@H](C)[C@H](OC)CN(C)C(=O)c2cc(NC(=O)Nc3ccccc3)ccc2OC[C@H]1C	4	1	-0.2	-3	-5	1.5	-3	x
C[C@H](O)C#Cc1ccc([C@@H]2[C@H]3CN(C(=O)c4ccc5c(c4)OCO5)CCCCN3[C@H]2CO)cc1	0	-4	0.1	-8	-10	0.3	0	13
O=C(C[C@@H]1CC[C@@H]2[C@H](COC[C@@H](O)CN2CC2CC2)O1)NCC1CC1	1	2	-0.1	-3	-2	-1.6	1	-9
CCc1ccc(CN(C)C(=O)CCc2nnc(-c3ccc(-c4ccccc4)cc3)o2)nc1	u	-2	-0.1	28	23	1.6	-27	-48
C[C@@H]1CN([C@@H](C)CO)C(=O)c2cc(-c3cccc(F)c3)cnc2O[C@@H]1CN(C)Cc1cncnc1	5	5	-1.3	27	-3	0.2	7	x
CCOC(=O)C1(CCOc2ccccc2)CCN(Cc2ccc(C)o2)CC1	-2	2	-0.1	-5	-1	2.9	11	6
CC1(C)C2C(Cl)(Cl)C2(C)c2ccccc2N1C=O (stereo not drawn)	2	-2	-0.1	x	6	0.8	6	-5
O=C(Cn1c(NCCCO)nc2ccccc21)c1ccc(Cl)cc1	1	5	0.0	x	2	1.9	5	0
O=[N+]([O-])c1ccc(Cl)c(S(=O)(=O)NCCc2ccccn2)c1	-9	1	0.2	7	-4	-0.6	8	16
C[C@@H]1CN([C@H](C)CO)S(=O)(=O)c2ccc(-c3ccncc3)cc2O[C@@H]1CN(C)C(=O)Nc1ccc(C(F)(F)F)cc1	-9	-8	-1.4	-8	16	1.0	-3	x

Grouped by structure: the compounds so far with a CF3 group
SMILES	ERp5 block	DENV2 CPE	XiGFP reactiv	ARNT TACC3 PPI	EWS-Fli block	CFTR F508del cor	INS-1E GSIS act	PAX8 reporter
O=C(C[C@H]1C[C@@H]2c3cc(NC(=O)Nc4ccccc4)ccc3O[C@@H]2[C@@H](CO)O1)NCC(F)(F)F	-1	6	0.2	-7	2	-0.3	-11	4
C[C@@H]1CN([C@H](C)CO)S(=O)(=O)c2ccc(-c3ccncc3)cc2O[C@@H]1CN(C)C(=O)Nc1ccc(C(F)(F)F)cc1	-9	-8	-1.4	-8	16	1.0	-3	x

(more compounds)
SMILES	ERp5 block	DENV2 CPE	XiGFP reactiv	ARNT TACC3 PPI	EWS-Fli block	CFTR F508del cor	INS-1E GSIS act	PAX8 reporter
COc1cccc(C(=O)N[C@H](C(=O)N2CCC[C@H]2C(=O)NC2CCCC2)C2CCCCC2)c1	-2	14	0.5	x	6	-5.5	x	-3
Cc1cc[n+](CC2OCc3ccccc3CO2)cc1	0	-8	0.1	3	3	-0.4	-1	-1
O=C(NC12CC3CC(CC(C3)C1)C2)c1cccc([N+](=O)[O-])c1	1	-3	0.2	2	7	0.6	x	6
O=C(CS(=O)(=O)c1cn(CC(=O)N2CCOCC2)c2ccccc12)NCc1ccccc1	-2	-7	0.2	3	x	-2.2	4	-3
O=C(c1ccc2ccccc2c1)N1CCCC1	-1	3	-0.1	-6	-13	x	x	-4
O=C(NCC1CC1)[C@H]1[C@H](CO)[C@H]2Cn3c(ccc(-c4cccnc4)c3=O)[C@@H]1N2C(=O)C1CCCCC1	-4	-5	0.0	-21	0	-2.5	3	x
CC(C)NC(=O)N(C)C[C@H]1Oc2c(NC(=O)c3ccc(-c4nccs4)cc3)cccc2C(=O)N([C@H](C)CO)C[C@@H]1C	11	0	1.3	x	7	-0.3	9	x
CCOC(=O)[C@H]1[C@H]2COc3ccc(Br)cc3[C@@H]2N2C(=O)c3c(C)cc(C)cc3NC(=O)[C@@]12C	-6	2	0.0	-11	6	-2.3	x	17
COc1ccc(CNC(=O)NC2CCCCC2)cc1	-3	0	x	-6	-46	-0.3	-8	x
CO[C@@H]1CN(C)C(=O)c2ccc(NC(=O)C3CCC3)cc2OC[C@H](C)N(Cc2ccncc2)C[C@@H]1C	-10	-2	-0.1	-14	1	2.3	6	1
COc1ccc(S(=O)(=O)Nc2ccc3c(c2)C(=O)N([C@H](C)CO)C[C@@H](C)[C@H](CN(C)S(=O)(=O)c2ccc(F)cc2)OCCCC[C@@H](C)O3)cc1	20	-3	0.3	-7	13	0.8	-3	55
C[C@H](CO)N1C[C@H](C)[C@@H](CN(C)C)Oc2cc(C#CC3(O)CCCC3)ccc2S1(=O)=O	-2	9	0.1	-3	1	1.8	8	x
O=C(CCc1ccccc1)Nc1ccnn1C1CCN(Cc2ccc(OCCO)cc2)CC1	10	7	0.0	0	6	1.5	2	-5
CCCC#Cc1ccc2c(c1)O[C@H](CN(C)C(=O)C1CC1)[C@@H](C)CN([C@H](C)CO)S2(=O)=O	-6	1	0.1	-22	8	-6.0	-7	x
CC1CCC(NC(=O)CN(C)S(=O)(=O)c2cnc[nH]2)CC1 (stereo not drawn)	-5	1	0.3	-1	0	1.6	7	-5
Cc1ccc(CN2C(=O)COc3cc(NS(C)(=O)=O)ccc32)cc1	0	6	0.0	-2	12	-1.3	5	-3
O=C(OCC(=O)N1CCCC1=O)c1cc2ccccc2o1	10	5	0.3	0	1	1.1	11	0
Cc1ccc(S(=O)(=O)N2CN(CC3CCCO3)c3nc4ccccc4nc32)c(C)c1 (stereo not drawn)	-3	-7	0.0	13	x	1.0	11	-12
O=C(CN1C(=O)/C(=C/c2ccccc2)SC1=S)NC1CCS(=O)(=O)C1 (stereo not drawn)	-3	2	0.0	-1	x	2.6	13	1
Cc1c(C(=O)NCCCc2ccccc2)cccc1[N+](=O)[O-]	2	4	0.0	-2	-4	0.6	x	30
Nc1nc(Oc2ccc(F)cc2)c(Br)c(=O)[nH]1	5	10	0.2	-2	4	-2.3	15	-52
Cc1noc(C)c1NC(=O)Nc1ccc2c(c1)C(=O)N([C@H](C)CO)C[C@H](C)[C@H](CN(C)C(=O)Nc1ccc(F)cc1)O2	0	-9	0.0	1	-7	2.4	17	1
Cc1ccc(C)c2[nH]c(=O)c(CN(CC3CCCO3)C(=S)NCc3ccco3)cc12 (stereo not drawn)	u	-9	0.0	4	7	0.5	-41	38
Cc1ccc(Cc2c(-c3cccc(Br)c3)nc3ccc(Cl)cn23)cc1	1	-4	-0.1	x	-71	0.0	0	-92
COC(=O)c1ccc(NC(=S)NCCc2ccc(OC)cc2)cc1	3	x	0.4	4	-2	-1.2	0	-1
O=C(NNC(=S)Nc1ccc(F)c(Cl)c1)C1CC1	-3	18	-0.3	-1	9	-1.8	-2	0
C[C@H]1CN([C@@H](C)CO)C(=O)c2cc(NC(=O)CCCN(C)C)ccc2O[C@H]1CN(C)S(=O)(=O)c1cccs1	-4	1	-0.1	2	1	0.0	9	x
COc1ccc(S(=O)(=O)N2CCC(C)CC2)cc1OC	-6	12	0.0	1	-6	1.3	30	-19
CCOc1ccc(NC(=O)c2cc(C3CC3)nc3c2cnn3C(C)C)cc1OC	-9	-5	-0.2	3	-6	1.7	-6	6
CN(C)NC(=O)c1ccsc1NC(=O)c1ccc(S(=O)(=O)N(C)C)cc1	1	-5	0.2	2	-1	-2.6	x	x
CNC[C@H]1Oc2c(NC(=O)Nc3c(C)noc3C)cccc2C(=O)N([C@@H](C)CO)C[C@H]1C	-4	7	-0.3	5	-4	0.8	6	-14
C[C@@H]1CCCCO[C@@H](CN(C)C(=O)NC2CCCCC2)[C@H](C)CN([C@H](C)CO)C(=O)c2cc(NC(=O)Nc3cccc4ccccc34)ccc2O1	11	14	0.0	16	4	3.7	13	42
COc1ccc2c3c(n(C)c2c1)[C@@H](CO)N(C(=O)c1cnccn1)CC31CN(C(=O)c2cnccn2)C1	7	-7	0.4	x	1	-0.2	-4	x
Cc1[nH]n(-c2ccccc2)c(=O)c1C(c1ccccc1[N+](=O)[O-])C(C#N)C#N (stereo not drawn)	-3	u	0.1	13	6	0.1	3	-1
O=C(N/N=C/c1cccc(OCc2ccccc2)c1)c1ccc(Br)o1	-1	4	0.0	x	-17	1.1	10	-26
Nc1ccc(S(=O)(=O)N2CCOCCOCCOCCOCCOCC2)cc1	4	-5	0.0	0	5	0.8	5	-18
O=C(CN1CCOCC1)NCC[C@@H]1CC[C@H](NC(=O)Nc2ccc(C(F)(F)F)cc2)[C@H](CO)O1	3	x	-0.3	-9	0	-0.7	1	3
O=C(COC(=O)c1cc2c(s1)CCC2)Nc1ccc(F)cc1	3	0	0.0	-6	12	-4.6	-11	14
Cn1c(Cn2c(=O)sc3ccccc32)nnc1SCC(=O)NCc1ccccc1Cl	-2	-5	0.3	-4	4	-4.8	2	5
